Screening results: PubChem BioAssay, several laboratories
TPT1 inhibitor = Candida albicans TPT1 enzyme inhibitors, primary screen, biochemical, fluorescence polarization | inhibition, % at 5 µM | AID 1962, 2009 | recombinant caTPT1, FP RNA substrate dephosphorylation | tRNA 2'-phosphotransferase TPT1 (Candida albicans SC5314) | hit rate 0.81% among 300,000;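 active means inhibition above the mean of all tested compounds plus 3 SD, set per screening campaign, cut at about 24% in these data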;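 further: plate controls were DMSO alone for no effect and ferristatin control at 100 nM for full effect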
LYPLA2 inh = LYPLA2 inhibitors, primary screen, counter-screen for PME1 inhibitor project, biochemical, fluorescence polarization, FP-Rh probe ABPP. Acyl-protein thioesterase 2 (Homo sapiens), O95372. recombinant LYPLA2. inhibition, % at 5.9 µM. hit rate 0.38% among 320,000. AID 2177, 2009;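 active means inhibition above the screen-wide mean plus 3 SD, limit set per campaign, cut at about 26% in these data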;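 further: 0% = LYPLA2 with DMSO and 100% = wells lacking LYPLA2 enzyme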
Target sequence (O95372 whole entry, looked up): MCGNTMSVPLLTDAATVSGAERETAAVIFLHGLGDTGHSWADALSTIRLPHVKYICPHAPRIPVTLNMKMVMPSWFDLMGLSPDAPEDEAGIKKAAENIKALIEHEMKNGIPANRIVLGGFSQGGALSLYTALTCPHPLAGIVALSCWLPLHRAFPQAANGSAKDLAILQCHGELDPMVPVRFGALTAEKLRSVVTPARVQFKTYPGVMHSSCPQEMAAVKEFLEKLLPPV
PP1 inh = PP1-alpha phosphatase inhibitors, primary screen, counter-screen for PP5 inhibitor project, biochemical, fluorescence, OMFP substrate, single point; hit rate 0.9% among 320,000; inhibition, % at 6.7 µM; purified PP1alpha; AID 2235, 2010;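 active means inhibition above the mean inhibition of all tested compounds plus 3 SD, computed separately for each screening campaign, cut at about 15% in these data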
Target sequence (P62136 whole entry, looked up): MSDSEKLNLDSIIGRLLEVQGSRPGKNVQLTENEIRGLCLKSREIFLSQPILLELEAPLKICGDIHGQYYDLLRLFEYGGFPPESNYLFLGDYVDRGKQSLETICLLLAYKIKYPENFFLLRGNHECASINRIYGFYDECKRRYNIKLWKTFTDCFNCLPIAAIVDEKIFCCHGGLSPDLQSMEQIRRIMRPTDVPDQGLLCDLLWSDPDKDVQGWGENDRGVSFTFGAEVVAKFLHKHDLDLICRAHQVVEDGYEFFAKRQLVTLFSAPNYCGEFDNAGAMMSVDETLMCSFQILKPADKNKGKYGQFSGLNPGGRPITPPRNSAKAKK
HCV core dimer = inhibitors of HCV core protein dimerization, primary screen, biochemical, TR-FRET, high-throughput; TR-FRET GST/Flag-core106 dimerization, 1536-well; AID 1899, 2009; hit rate 0.33% among 300,000; inhibition, % at 5 µM;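 active means inhibition above the mean of all tested compounds plus 3 SD, set per screening campaign, cut at about 45% in these data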
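System: GST/Flag-tagged HCV core106 proteins. Incubation: compound-protein-antibody incubation 4 h at 22.5 °C. Technique: HTRF with 340 nm excitation, 617/671 nm emission. Medium: KF-containing HEPES buffer, pH 7.45, DTT, CHAPS, BSA. Read-out: inhibition (%) from 671 over 617 nm ratio. Also added: Eu(K)-anti-GST 90 ng/mL plus XL665-anti-Flag 1 µg/mL.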
PP5 inh = PP5 phosphatase inhibitors, primary screen, biochemical, fluorescence; purified PP5c, OMFP substrate fluorescence; Serine/threonine-protein phosphatase 5 (Homo sapiens), P53041; inhibition, % at 6.7 µM; hit rate 0.18% among 320,000;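 active means inhibition above the campaign's mean inhibition across all tested compounds plus 3 SD, cut at about 9.5% in these data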;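 further: 0% = DMSO only and 100% = 100 µM cantharidin control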
Target sequence (P53041 whole entry, looked up): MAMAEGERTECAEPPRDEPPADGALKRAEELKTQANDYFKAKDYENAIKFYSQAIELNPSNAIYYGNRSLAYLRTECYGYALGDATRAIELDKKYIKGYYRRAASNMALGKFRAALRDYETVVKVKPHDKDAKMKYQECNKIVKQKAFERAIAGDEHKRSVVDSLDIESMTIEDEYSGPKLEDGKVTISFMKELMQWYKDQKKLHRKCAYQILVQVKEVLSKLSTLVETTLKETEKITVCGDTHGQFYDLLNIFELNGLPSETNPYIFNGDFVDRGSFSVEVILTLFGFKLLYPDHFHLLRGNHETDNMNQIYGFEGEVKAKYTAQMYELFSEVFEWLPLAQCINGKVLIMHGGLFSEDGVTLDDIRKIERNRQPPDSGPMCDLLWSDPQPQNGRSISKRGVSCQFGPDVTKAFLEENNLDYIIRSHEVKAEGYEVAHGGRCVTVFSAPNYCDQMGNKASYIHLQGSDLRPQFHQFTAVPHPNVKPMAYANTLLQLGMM
GASC-1 inh = inhibitors of GASC-1 histone demethylase, primary screen, biochemical, fluorescence, DELFIA europium; GST-JMJD2C(1-420) H3K9me3 demethylation; hit rate 0.069% among 330,000; inhibition, % at 2.35 µM; Lysine-specific demethylase 4C (Homo sapiens), Q9H3R0;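 active means more than half of a compound's replicate wells show inhibition beyond 50%, single wells judged on their own value; inconclusive means some, but no more than half, of replicates pass 50% inhibition; inactive means no replicate passes 50% inhibition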;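 further: signal counts dimethyl H3K9 product captured on neutravidin plate; 0% = median of DMSO wells and 100% = 0.3 times that DMSO median; strong numbers were not always called active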
PREPL inh = PREPL enzyme inhibitors, primary screen, biochemical, fluorescence polarization. Prolyl endopeptidase-like (Homo sapiens), Q4J6C6. recombinant PREPL, fluorescence polarization activity-based probe. inhibition, % at 5.96 µM. hit rate 0.68% among 320,000. AID 2751, 2010; in the data active means inhibition above about 43%;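 further: 0% = enzyme with DMSO and 100% = wells lacking enzyme; many of its hits are not listed in these tables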
Efflux pump inh = inhibitors of Candida efflux pumps in yeast, primary screen, S. cerevisiae, Nile Red, multiplex. S. cerevisiae Candida pump triplex. inhibition, % at 10 µM. hit rate 0.44% among 330,000. AID 485275, 2010;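 active means plate passing quality check with inhibition over a set limit, or well fluorescence over plate mean plus 4 SD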;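 further: Nile Red retained in pooled yeast measured as flow cytometry median fluorescence; 0% = buffer negative control and 100% = Enniatin B positive control; higher means more Nile Red kept so more efflux inhibition; some compounds called inactive have numbers as strong as hits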
CTSL1 counter = Fasciola hepatica cathepsin L1 inhibitors, primary screen, counter-screen for PFM18AAP inhibitor project, biochemical, QFRET, fluorogenic peptide substrate; inhibition, % at 5.96 µM; AID 1906, 2009; hit rate 0.49% among 300,000; recombinant F. hepatica cathepsin L1, Z-Leu-Arg-MCA fluorescence;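 active means inhibition above the mean of all tested compounds plus 3 SD, set per screening campaign, cut at about 17% in these data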;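 further: 0% = plate median of test compound wells and 100% = 1 µM Z-Phe-Ala-diazomethylketone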
* hit, by the source's call; i = inactive; ? = inconclusive; / = no result given; & = joins results of further samples. The list is partial; rates above refer to the full screens.

SMILES	TPT1 inhibitor	LYPLA2 inh	PP1 inh	HCV core dimer	PP5 inh	GASC-1 inh	PREPL inh	Efflux pump inh	CTSL1 counter
Cc1[nH]c2ccccc2c1N=Nc1ccccc1C(=O)O	1	-8	-2	-20	4.1	-1	34	3.4	-2
Cc1cc(N2CCN(S(=O)(=O)c3ccccc3)CC2)c2ccccc2n1	1	7	2	2	1.6	0	6	-0.2	-5
N/C(=N\c1nc(CSc2ccc(Cl)cc2)cc(=O)[nH]1)Nc1cccc2ccccc12	-2	-1	-9	4	1.3	/	17	0.3	-3
Cc1ccc(S(=O)(=O)N/N=C/c2ccc(O)cc2O)cc1[N+](=O)[O-]	-4	1	0	-5	-0.6	8	11	-0.1	2
Cc1ccc(CNC(=O)c2ccc(N3CCC4(CC3)CC(c3ccccc3)=NO4)c(N)c2)cc1	0	4	-2	16	-0.9	3	10	0.0	0
Cc1cc(C)nc(SCC(=O)Nc2ccc(S(=O)(=O)NC(C)(C)C)cc2)n1	0	0	-3	3	3.7	-2	10	0.0	-6
Cc1cc(C)c(C#N)c(SCCS(=O)(=O)Cc2ccc(Cl)cc2)n1	-4	4	-3	5	-0.1	4	-8	0.0	2
COc1cc(C(=O)O)ccc1OCc1c(C)noc1C	-3	-6	0	-3	1.2	6	-11	-0.1	-1
O=C(COC(=O)c1ccccc1S(=O)(=O)N1CCCCC1)NCC(F)(F)F	-1	-2	-2	-8	-0.6	2	3	-0.1	-2
O=P(c1ccccc1)(c1ccccc1)C1CCCO1 (stereo not given)	-4	-2	-2	4	-1.4	-4	5	0.0	1
CCOc1ccc(CCNC(=O)C2CCN(S(=O)(=O)CC)CC2)cc1OCC	3	2	0	-7	0.9	-2	6	-0.1	2
CN(N)C(=S)Nc1ccc(F)cc1	-3	5	-4	-1	-0.3	5	6	0.0	-1
CCC(OC(=O)c1cccs1)C(=O)NCc1ccco1 (stereo not given)	-1	-6	-5	0	1.3	6	3	0.1	-6
Cc1ccc(-c2noc(CCC(=O)NCc3ccccc3CN3CCOCC3)n2)cc1	/	-2	-1	/	2.0	-1	9	0.1	/
COc1ccc(-c2nn(-c3ccccc3)cc2/C=C(\C#N)S(=O)(=O)c2ccccc2)cc1OC	-2	-3	-3	5	-0.4	-1	-4	-0.1	0
COc1ccc(C2NC(=O)NC3=C2C(=O)CCC3)cc1 (stereo not given)	-3	-3	-3	7	0.1	-2	0	-0.1	-3
Cc1ccc(C)c(S(=O)(=O)N2CCCCC2CCNC(=O)C(=O)NC2CCCC2)c1 (stereo not given)	3	7	-2	7	0.5	2	-9	0.0	0
Cc1ccc(NS(=O)(=O)c2ccc(C(=O)N3CCCC(C(F)(F)F)C3)cc2)cc1 (stereo not given)	-4	7	1	1	1.9	?	15	0.0	1
Cc1cccc(NC(=O)COC(=O)Cc2c[nH]c3ccccc23)c1C	1	10	-1	-8	-0.6	-7	8	0.1	-4
CCOC(=O)C[C@H]1c2ccc(C(F)(F)F)cc2S(=O)(=O)N1Cc1ccccc1	-1	3	3	-12	3.1	-8	7	0.0	9
c1ccc(Nc2ncnc3c2oc2ccccc23)cc1	-8	-4	1	-1	0.2	-2	1	-0.1	-2
O=C(NCC1CCCO1)C(c1ccc(F)cc1)N(CCCN1CCOCC1)C(=O)c1ccc(-c2ccccc2)[nH]1 (stereo not given)	-6	0	-2	-3	0.1	36	8	-0.1	1
O=C(CN(C(=O)CNC(=O)c1cccs1)c1ccccc1F)NC1CCCCC1	-2	-1	1	5	1.0	5	0	0.0	-2
C=CCNC(=O)COc1ccccc1C#N	-4	-1	-4	3	0.0	3	8	-0.1	-5
CC(C)(C)NC(=O)CN(C(=O)C1CSC(=O)C1)c1ccccc1F (stereo not given)	-5	3	1	3	0.3	i	0	-0.1	3
CCOC(=O)c1ccc(Nc2ncnc3c2cnn3C)cc1	1	-3	-7	-6	4.3	3	3	0.0	1
CCN(CC)CCCNC(=O)CSc1nc(C)cc(C)n1	-1	4	0	-4	2.5	6	0	0.3	1
N#CC1=C(N)Oc2n[nH]c(-c3cccnc3)c2C1c1ccc([N+](=O)[O-])o1 (stereo not given)	-5	-4	-1	-5	1.2	-10	-3	-0.1	-2
O=C(O)C1=NN(c2ccccc2)C(=O)CC1	2	3	10	3	3.0	8	-3	0.0	-1
Cc1ccc(SCc2c(C(=O)N/N=C/c3ccncc3)nnn2-c2nonc2N)cc1	0	9	-4	-5	0.8	5	-2	0.1	0
C=CCOC(=O)C1=C(C)NC(=O)NC1C1CC=CCC1 (stereo not given)	-4	-2	1	3	-0.2	17	-1	0.0	0
O=C(NCc1ccccc1CN1CCCC1)c1cccc(N2CCCC2=O)c1	/	3	-1	/	2.7	10	21	0.2	/
COc1ccc(-c2[nH]ncc2CN2CCN(C(=O)c3cccs3)CC2)c(F)c1	-3	-3	0	-9	1.4	-1	20	0.1	3
Cn1nnnc1SCc1cccc2ccccc12	3	-1	5	2	0.3	6	-5	0.0	1
Cc1ccccc1C(=O)NCCCNC(=O)c1cnccn1	0	-2	0	-22	-0.1	4	12	-0.2	4
Cc1ccc(Nc2nc(-c3ccc(S(=O)(=O)N4CCOCC4)cc3)cs2)cc1	-1	-6	0	5	-1.3	-6	16	0.0	-1
COc1cc(/C=C/C2=NNC(=O)CC2)cc(OC)c1OC	0	0	-2	1	-0.6	-1	2	0.0	-1
CC(C)(C)C1CCc2c(sc(NC(=O)C3CCCO3)c2C(N)=O)C1 (stereo not given)	2	7	1	-3	4.9	-7	4	-0.3	-1
O=C(NCc1ccccc1Cl)C1CCN(S(=O)(=O)N2CCCCC2)CC1	-1	-5	0	1	0.5	128	8	0.1	1
CCOc1ccc(N(Cc2ccc(OC)c(OC)c2)C(=O)c2ccco2)cc1	-4	6	4	2	0.3	-2	-11	0.2	4
O=C(NCC1(c2ccccc2)CCCC1)c1ccco1	-3	-1	1	0	2.4	3	-8	0.4	0
CN(C)Cc1ccccc1Sc1ccccc1Br	-4	4	0	-6	-0.3	9	1	0.3	5
O=C(Nc1nnc(C2CC2)s1)c1cc(-c2ccccc2)nn1-c1ccccc1	0	-5	7	22	1.2	0	-20	0.0	3
Cc1cc2cc(CNC(=O)Nc3ccccc3)ccc2[nH]1	3	-5	2	4	-1.0	-1	4	0.0	-6
CC1(C)C2CCC1(C)C(NC1=NCCC1)C2 (stereo not given)	-3	11	-3	0	0.3	-11	3	0.0	-6
CCOc1ccccc1NC(=O)CCn1c(=O)oc2ccccc21	-1	-4	-2	-1	1.9	3	-13	0.0	-2
COc1ccccc1N1CCN(CC(=O)N2CCCC2)CC1	1	0	-6	-2	0.9	6	7	0.2	4
CSc1ccc(-c2nc3cnccn3c2Nc2ccc3c(c2)OCO3)cc1	-6	12	12	-1	2.8	27	50*	0.0	9
O=C(O)CC(NC(=O)Cc1ccc(Cl)cc1)c1ccco1 (stereo not given)	3	5	1	-1	-1.0	47	6	0.0	0
O=S(=O)(NCCn1ccc2ccccc21)c1ccccc1	-3	-3	1	9	2.3	4	-36	-0.1	-2
O=C(CSc1nnc(NC(=O)c2ccc(F)cc2)s1)NC1CC1	-1	9	-1	-15	1.0	-14	10	0.1	6
COc1ccc(OCCCC(=O)Nc2ccc3c(c2)OCCO3)cc1	-5	0	2	-1	2.7	-1	7	0.0	-2
C#CCNC(=O)C1=C[C@H](C)C[C@H](OCc2ccc(CO)cc2)O1	0	1	4	-1	0.3	6	1	-0.1	-3
CC(C)(C)C(=O)NC(=S)Nc1ccccc1C(=O)NC1CCCCC1	1	7	-1	1	0.4	28	7	0.0	-9
COc1ccc(CN2CCC(C(=O)N(C)CCc3ccc(OC)c(OC)c3)CC2)c(OC)c1	-7	0	-1	2	1.3	-2	19	0.0	1
O=Cc1ccc(N2CCCCCC2)cc1	0	2	-2	-4	3.2	0	-14	0.0	3
Cc1cc(-c2nnc(CCC(=O)N(C)Cc3ccsc3)o2)no1	-2	-9	-4	1	1.2	5	-1	0.1	-2
COc1ccc2c(c1)C(=O)Cc1ccccc1O2	0	1	-1	-1	3.1	0	4	0.2	4
COc1ccc(F)cc1S(=O)(=O)Nc1cc2c3c(c1)CCN3C(=O)CC2	-3	3	1	1	-0.4	-9	16	-0.1	-2
CCN(CC)C(=O)COc1ccc(/C(C)=N/Nc2ncc(Cl)cc2Cl)cc1	-1	2	-3	4	-0.7	6	-122	-0.1	5
Next results
SMILES	TPT1 inhibitor	LYPLA2 inh	PP1 inh	HCV core dimer	PP5 inh	GASC-1 inh	PREPL inh	Efflux pump inh	CTSL1 counter
CN(C)c1nc(N/N=C/c2c[nH]c3ccccc23)nc(N2CCOCC2)n1	0	-5	4	10	2.8	-1	1	-0.1	0
Cc1ccc(C(=O)NN2C(=O)/C(=C/c3cccn3C)SC2=S)cc1	79*	-1	3	-23	5.2	0	-5	-0.1	4
O=c1[nH]cc(O)c(=O)[nH]1	-1	5	-7	0	2.3	9	3	-0.1	-3
Cc1ccc(S(=O)(=O)N2CCN(S(=O)(=O)c3ccc(C)cc3)C3OCCOC32)cc1 (stereo not given)	-1	9	-3	1	5.8	4	10	0.0	-1
Cc1ccc(CNC(=O)CCC(=O)Nc2nnc(C)s2)cc1	2	9	-6	-2	3.8	-2	2	-0.3	-2
CC(C(=O)Nc1ccc(F)c(F)c1F)N(C)CC(=O)Nc1ccccc1Br (stereo not given)	2	0	1	0	0.3	6	-14	0.0	-7
CCOc1ccc(N(CC(=O)NCc2ccco2)S(=O)(=O)c2ccc(OC)c(OC)c2)cc1	-2	3	-1	3	-0.5	14&1	-7	-0.1	2
CCCCN(Cc1nc2ccccc2c(=O)[nH]1)C(=O)COc1ccc(F)cc1Cl	/	-1	-1	/	2.0	-4	-16	0.0	/
COCCNC(=O)CSc1nc(-c2ccccc2)cs1	0	-5	-5	-1	-0.5	-2	2	0.1	1
COc1ccc(C(=O)NN=C2CCCC2)cc1OC	0	4	-3	12	-2.8	-9	1	0.0	0
O=C(CSc1nnc(CN2CCCCCC2=O)n1-c1ccccn1)NCC(F)(F)F	-2	-1	-2	-3	2.5	-3	4	-0.1	-2
O=C(CCc1ccccc1)Nc1ccnn1C1CCN(C/C=C/c2ccccc2)CC1	-5	6	1	0	-0.1	-23	14	-0.1	0
CCOc1ccc(NC(=O)NCCN2CCN(c3cccc(C)c3C)CC2)cc1	-5	13	3	-16	1.8	9	30	-0.2	-1

Some entries already given, reduced to CTSL1 counter:
compound | CTSL1 counter
CCOc1ccc(NC(=O)NCCN2CCN(c3cccc(C)c3C)CC2)cc1 | -1
COc1ccc(C(=O)NN=C2CCCC2)cc1OC | 0
